PAX8 reporter = lowers PAX8-driven luciferase in RMG-I cells; inhibition, % at 12.6 µM; RMG-I TPO-luciferase reporter, SteadyGlo, 24 h; 360,000 compounds, 1.2% hits;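 active = mean replicate inhibition at least 60% with every replicate also reaching 60%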;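 also: luciferase light reporting Pax8 driven TPO promoter activity; plate controls were median of neutral control wells for no effect and mitoxantrone controls for full effect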
ARNT-TACC3 inh = disrupts binding between human ARNT and TACC3; AID 623870; 390,000 compounds, 0.66% hits; AlphaScreen His-ARNT PAS-B/GST-TACC3 binding, luminescence; TACC3 fragment carries E629A point mutation; Q9Y6A5; inhibition, % at 9.99 µM;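 active = mean inhibition of replicates at least 50% and at least half of replicates each reaching 50%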;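 also: 0% = complete ARNT plus TACC3 wells and 100% = ARNT alone without TACC3; many hits fall short of the cut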
The depositor's hits bear a star. An excerpt (hit frequency here may not be typical).

Sample of the layout (two entries):
compound	PAX8 reporter	ARNT-TACC3 inh
CCS(=O)(=O)N1CCC(NC(=O)C2CCCCC2)CC1	11.1	-7.6
COc1ccc(N(CC(=O)NC2CCCCC2)C(=O)CNC(=O)c2ccco2)c(OC)c1	-3.4	1.4

The listing (from the top)
compound	PAX8 reporter	ARNT-TACC3 inh
CCS(=O)(=O)N1CCC(NC(=O)C2CCCCC2)CC1	11.1	-7.6
COc1ccc(N(CC(=O)NC2CCCCC2)C(=O)CNC(=O)c2ccco2)c(OC)c1	-3.4	1.4
CCCC(=O)C1=C(O)C(C(=O)OC)C(C)(C)CC1=Nc1ccc(N)cc1 (stereo not drawn)	3.1	-3.4
CC(=O)C1=C(O)C(=O)N(c2ccc(C)cc2)C1c1ccccn1 (stereo not drawn)	-22.1	-5.4
CCC(C(=O)Nc1cc(C)nn1-c1nc(C)cc(C)n1)c1ccccc1 (stereo not drawn)	6.3	3.6
O=C(CCS(=O)(=O)c1cccc2nsnc12)N1CCN(Cc2ccc3c(c2)OCO3)CC1	12.5	-1.4
CC(C)(C)c1ccc(C(=O)OCCNC(=O)c2c(Cl)nc3ccccn23)cc1	-1.2	-0.9
COc1ccc(N2CCN(Cc3nc(N)nc(Nc4ccccc4OC)n3)CC2)cc1	4.3	49.8*
CCC(=O)OCc1c(C(F)(F)F)nn(C)c1Oc1cccc(C(F)(F)F)c1	-2.5	-5.8
Nc1c(-c2cccs2)cnn1-c1nc(-c2ccc(Cl)cc2Cl)cs1	-23.8	-19.0
CCC(C)NC(=O)CSC1=Nc2ccccc2C2=NC(c3ccccc3)C(=O)N12 (stereo not drawn)	-6.1	-1.7
Cc1ccc(Cn2cccc(NC(=O)NC3CCCCC3)c2=O)cc1	8.5	9.5
CCn1c(SCC(=O)Nc2nc(C)cs2)nnc1-c1ccco1	0.2	5.5
O=C(c1ccco1)N1CCN(S(=O)(=O)c2cccc(C(F)(F)F)c2)CC1	20.7	2.3
CCN(CC(=O)NCc1cccs1)c1nnnn1-c1ccccc1	15.2	-2.4
COC(=O)c1ccccc1S(=O)(=O)N(CCCN1CCOCC1)Cc1cccs1	-12.4	-3.9
CC(C)(C)NC(=O)COc1ccc(CNn2nnnc2N)cc1	-16.1	-7.7
CC(C)OC(=O)CCc1nc2ccccc2[nH]c1=O	-2.7	-0.8
CCn1c(SCc2ccccc2)nnc1-c1cccs1	-6.5	14.6
O=C(N1CCOCC1)n1nnc2ccccc21	5.5	0.3
O=[N+]([O-])c1cccc(Cl)c1NCCNS(=O)(=O)c1ccccc1	16.4	1.0
COC(=O)c1c(C(=O)OC)c(C)n(Cc2ccco2)c1C	14.0	-2.7
CCOC(=O)C(NCc1ccccc1)(NC(=O)c1ccccc1)C(F)(F)F (stereo not drawn)	-4.0	-2.6
CCN1CCN(C(=O)CCc2nc3ccccc3c(=O)[nH]2)CC1	-6.8	-2.8
O=C(NCc1ccc2c(c1)OCO2)C1CCN(S(=O)(=O)c2cccs2)CC1	6.0	-0.3
Cc1ccc(OCCN2C(=O)c3ccccc3C2=O)c(C)c1	-48.2	-2.9
COC(=O)c1sccc1NC(=O)C1CC=CCC1C(=O)O (stereo not drawn)	13.8	-10.4
O=C(Nc1cccc(Cl)c1)N1CCN(c2ncccn2)CC1	-27.0	0.0
CCCOc1ccc(CC(=O)NCC2(c3ccccc3)CCOCC2)cc1OC	20.4	-5.1
O=C(Nc1cccn(Cc2c(Cl)cccc2Cl)c1=O)c1c(Cl)cccc1Cl	39.1	0.4

(further entries)
compound	PAX8 reporter	ARNT-TACC3 inh
O=C(Nc1ccc(-c2nc3ccccc3o2)cc1)c1cccnc1	-182.4	5.8
Cc1ccc(NC(=O)Nc2cccs2)nc1	-173.5	-5.2
COc1cccc(-n2c(SCC(=O)Nc3sc4c(c3C(N)=O)CCC4)nc3ccccc3c2=O)c1	24.6	-2.6
Cc1ccc(S(=O)(=O)N2c3ccccc3NC(=O)CC2C)cc1 (stereo not drawn)	-6.2	-1.6
CN(c1ccc(C(=O)NC2CC2)cc1)S(=O)(=O)c1ccccc1	-24.6	0.1
COCCn1c(=N)c(C(=O)NCc2ccco2)cc2c(=O)n3ccccc3nc21	-15.1	-2.2
CCC(=O)NC1(C(F)(F)F)C(=O)NC(C)=C1C#N (stereo not drawn)	9.9	-9.4
Cc1ccc(-n2c(SCC(N)=O)nnc2-c2ccccn2)cc1	4.7	54.7*
N#CC1(c2ccccc2)CCCN1C(=O)c1ccco1 (stereo not drawn)	4.0	-9.1
Cc1ccc(-c2nc(CSCC(=O)NCCCN3CCOCC3)c(C)o2)cc1	7.0	6.1
CC(C)CCN(C(=O)CNC(=O)c1ccco1)C(C(=O)NC1CCCCC1)c1ccco1 (stereo not drawn)	14.4	-0.2
COC(=O)NCc1ccc2c(c1)OCO2	18.1	-2.1
O=C1C(=O)N(Cc2cccnc2)C(c2ccccn2)/C1=C(/O)c1ccccc1 (stereo not drawn)	5.9	5.7
C=CCn1c(-c2cccc3ccccc23)n[nH]c1=S	1.4	-12.5
O=C(COC(=O)c1cc(S(=O)(=O)N2CCOCC2)ccc1O)NCCc1ccccc1	0.9	1.2
CC(=NC1CCCC1)c1c(C)[nH]n(-c2nc3ccccc3s2)c1=O	-111.2	6.5
Cc1cccc(N2CCN(C(=O)CCCOc3ccccc3)CC2)c1C	-193.8	-11.4
COc1ccccc1NC(=O)[C@H](COCc1ccccc1)NC(=O)OC(C)(C)C	15.2	-3.9
COc1ccc(-c2ccc(OC)cc2C(=O)O)cc1	-8.5	2.2
CC(C)(C)C(=O)Nc1ncc(C(F)(F)F)cc1Cl	-3.4	1.4
O=C(OCc1cc(=O)n2cc(Br)ccc2n1)C1COc2ccccc2O1 (stereo not drawn)	-6.8	-5.0
Cc1ccc(C(C)NC(=O)c2ccco2)cc1 (stereo not drawn)	5.6	1.6
Cc1ccc(CNc2oc(-c3ccco3)nc2S(=O)(=O)c2ccccc2)cc1	-1.7	2.7
Cc1sc2nc(SCC(=O)NCc3cccs3)[nH]c(=O)c2c1C	-6.3	-3.6
COc1ccccc1N(CC(=O)NC(C)(C)C)C(=O)C1CSC(=O)C1 (stereo not drawn)	-1.5	-7.8
CCOC(=O)C1CCN(C(=O)C2(NC(=O)Nc3ccccc3Cl)CCCCC2)CC1	23.4	-5.9
O=C(c1cc2ccccc2o1)N1CCN(c2ccccc2Cl)CC1	2.5	3.7
c1ccc(-c2ncnc3cc4n(c23)CCC4)cc1	9.4	-2.6
COc1ccc(C(OC(=O)c2ccco2)C(=O)NCc2ccc(C)cc2)cc1 (stereo not drawn)	4.9	-0.3
CCOc1ccccc1CN1C(=O)c2ccccc2C1C(=O)NC(C)CC (stereo not drawn)	-8.2	0.3

Next entries:
The line under a structure holds: PAX8 reporter, ARNT-TACC3 inh
C/C(=N/n1cnnc1)c1cccnc1
→ 15.7, 2.3
O=C(CN(Cc1ccco1)C(=O)c1cc(=O)[nH]c2ccccc12)Nc1ccccc1C(F)(F)F
→ 27.2, -32.8
CSc1nc(-c2ccccc2)c(-c2ccccc2)[nH]1
→ 12.8, 1.2
CN1CCN(C2CC(=O)N(c3ccc4c(c3)OCCO4)C2=O)CC1 (stereo not drawn)
→ 2.0, -3.6
COc1ccccc1-c1nc2s/c(=C\c3cccs3)c(=O)n2n1
→ 33.8, 3.4
COCCn1c(SCC(=O)N2CC(=O)Nc3ccccc32)nnc1-c1ccoc1C
→ 0.9, -6.1
CCC(C)(C(=O)NC1CCCCC1)N(C(=O)C1CCC(=O)N1)c1ccccc1 (stereo not drawn)
→ -16.5, -5.6
CC1S/C(=C(\C#N)C(N)=O)N(c2ccc(F)cc2)C1=O (stereo not drawn)
→ 2.7, -0.8
Cc1cc(C)c2c(-n3cccc3)nn(CC#N)c2n1
→ -32.9, -8.7
Cc1cc(C)n(CC2CC(=O)N(c3ccc(F)c(Cl)c3)C2=O)n1 (stereo not drawn)
→ 4.7, -5.1
CCOC(=O)C1=C(C)NC(C)=C(C(=O)OCC)C1C(=O)OCC(=O)N1CCc2ccccc2C1
→ 11.5, 4.1
Cc1nn(C)c(Oc2ccc(Cl)cc2)c1C=O
→ -0.2, -7.3
CCNS(=O)(=O)c1cc(OC)ccc1OC
→ -16.1, 3.5
O=C(Nc1ccc(N2CCCC2)cc1)C(c1ccccc1)c1ccccc1
→ -1.3, 1.5
Cc1c(C(=O)NCC2COc3ccccc3O2)oc2ccc(S(=O)(=O)N3CCOCC3)cc12 (stereo not drawn)
→ 38.3, -5.1
c1csc(-c2nnc(Cc3cccc4ccccc34)o2)c1
→ -23.3, -6.7
CCCCNC(=O)c1sc(=S)n2c1[nH]c(=O)c1ccccc12
→ 18.0, 6.4
COC(=O)Nc1ncc(CN2CCC(c3ccccc3)CC2)s1
→ 12.5, -5.7
COc1cc(OC)cc(C(=O)Nn2cc(C(=O)N3CCN(C)CC3)c3ccccc3c2=O)c1
→ 0.6, 0.1
CCC(C)c1ccccc1NC(=S)Nc1cccnc1 (stereo not drawn)
→ 11.1, -3.7
Cc1ccc(-c2n[nH]c(=O)c3ccccc23)cc1S(=O)(=O)NCCO
→ -0.6, -0.6
CCOC(=O)c1cc(NC(=O)N2CCCCC2)c(C)nc1C
→ 5.6, 2.7
C=CCn1c(C)cc(C(=O)CSc2nc3ccccc3c(=O)[nH]2)c1C
→ -183.2, -20.7
CC(C)(C)c1ccc(OCC(=O)O)cc1
→ 6.4, 4.4
Cc1ccc(CSc2nc3sc(C)c(C)c3c(=O)n2Cc2ccco2)cc1
→ -3.2, -4.8
Cc1ccc(N)c(C(=O)CCCCC(=O)O)c1
→ 2.8, 20.9
O=C(CCCOc1ccccc1)Nc1cccnc1
→ -11.2, 3.9
COc1ccc(S(=O)(=O)Nc2ccc(S(=O)(=O)N3CCCCC3)cc2)cc1OC
→ 2.7, -6.9
CCCCc1nc(NCCN2CCOCC2)c(C#N)c2c1COC(C)(C)C2
→ -3.9, 25.9
COc1ccc(-c2cc(C(=O)N/N=C/c3ccc4c(c3)OCO4)c3ccccc3n2)c(OC)c1
→ 14.4, 11.5

As entered above.
Under PAX8 reporter, Cc1nn(C)c(Oc2ccc(Cl)cc2)c1C=O has the entry -0.2
Under ARNT-TACC3 inh, Cc1c(C(=O)NCC2COc3ccccc3O2)oc2ccc(S(=O)(=O)N3CCOCC3)cc12 (stereo not drawn) has the entry -5.1
Under PAX8 reporter, CCC(C)(C(=O)NC1CCCCC1)N(C(=O)C1CCC(=O)N1)c1ccccc1 (stereo not drawn) has the entry -16.5

More compounds follow.
The line under a structure holds: PAX8 reporter, ARNT-TACC3 inh
O=C(Cc1csc(N2CCOCC2)n1)N/N=C/c1ccc(Cl)cc1Cl
→ 1.3, 4.4
COC(=O)C1C(=O)C2=C(CC1C)NC(C)=C(C(=O)OCc1ccc(OC)cc1)C2c1ccc(C)o1 (stereo not drawn)
→ -10.3, 34.3
CCn1c2ccccc2c2nnc(SCC(=O)Nc3c(C)n(C)n(-c4ccccc4)c3=O)nc21
→ 1.3, -8.9
CC(C)c1ccc(OCC(=O)NC(=S)Nc2ccc3c4c(cccc24)CC3)cc1
→ 2.6, -0.5
O=C(CN(Cc1ccccc1F)C(=O)Cn1nnc(-c2cccs2)n1)NC1CCCCC1
→ 16.5, -4.9
O=C(Nc1cccc2c1CCCC2)C1CCN(C(=O)NC2CCCCC2)CC1
→ 9.1, -1.3
CC1CCN(C(=S)c2cn(Cc3ccccc3F)c3ccccc23)CC1
→ 8.2, 0.4
Cc1noc(C)c1S(=O)(=O)N1CCC(C(=O)NCCC2=CCCCC2)CC1
→ 18.9, 7.1
Cc1cc(N2CCN(c3ccccn3)CC2)n2cc(-c3ccccc3)nc2n1
→ -74.4, 19.5
Cc1ccc(C(=O)Oc2ccccc2N2C(=O)C3CCCCC3C2=O)cc1 (stereo not drawn)
→ -8.7, -3.8
Cc1onc(-c2ccccc2)c1C(=O)NCc1ccccn1
→ -3.4, 1.9
COC(=O)C1C(=O)C2=C(CC1C)NC(C)=C(C(=O)OC1CCCCC1)C2c1ccc(N(C)C)cc1 (stereo not drawn)
→ -26.3, 3.3
COc1ccc(-c2cc(C(F)(F)F)nc(N3CCCCCC3)n2)cc1
→ -16.6, 15.8
CC/C(=N\NC(=O)CSCc1ccccc1Br)c1ccc2c(c1)OCCO2
→ -15.2, -8.4
COc1ccc(N2CCN(C(=O)CCCn3c(=S)[nH]c4cc5c(cc4c3=O)OCO5)CC2)cc1
→ 14.5, -4.6
Cn1c(CNC(=O)Cc2ccc3c(c2)OCO3)nnc1SCc1ccccc1
→ 14.1, -6.9
Clc1ccc(COn2c(-c3ccc(Cl)cc3)nc3ccccc32)cc1
→ 12.1, -13.7
CCOc1ccc(-n2c(Cc3cc(=O)[nH]c(=O)[nH]3)nnc2SCC(N)=O)cc1
→ 1.4, -2.1
c1cncc(-c2noc(C34CC5CC(CC(C5)C3)C4)n2)c1
→ -100.4, -11.1
COc1ccc(C)cc1N(CC(=O)O)S(=O)(=O)c1ccc(C)cc1
→ 18.5, 21.5
CCCOc1ccc(-c2nnc(N)s2)cc1
→ -157.7, 3.9
CC(C)(C)CC(=O)NCc1ccc(F)cc1
→ 10.2, -5.4
O=C(O)c1cnc2ccccc2n1
→ -1.7, -5.0
COc1ccc([N+](=O)[O-])cc1NC(=S)NC(NC(=O)Cc1ccc(OC)c(OC)c1)C(Cl)(Cl)Cl (stereo not drawn)
→ 28.6, 1.1
COc1cc(OC)cc(C(=O)N2CCC(n3c(C)nc4cc(F)ccc43)CC2)c1
→ -7.6, -7.2

Reformatted: three of the compounds above
> COc1ccc(C(OC(=O)c2ccco2)C(=O)NCc2ccc(C)cc2)cc1 (stereo not drawn)
  PAX8 reporter: 4.9 | ARNT-TACC3 inh: -0.3
> CCOc1ccccc1CN1C(=O)c2ccccc2C1C(=O)NC(C)CC (stereo not drawn)
  PAX8 reporter: -8.2 | ARNT-TACC3 inh: 0.3
> C/C(=N/n1cnnc1)c1cccnc1
  PAX8 reporter: 15.7 | ARNT-TACC3 inh: 2.3

Compound activity (PubChem BioAssay)
